GSK3 alpha inh: blocks human GSK-3 alpha kinase; P49840; ADP-Glo luminescence, 60 min; inhibition, % at 10 µM; 320,000 compounds, 0.1% hits; AID 2650;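 in the data active means inhibition above about 50%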;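 further: GST-tagged GSK-3 alpha with peptide substrate and 25 µM ATP; 0% = DMSO neutral wells and 100% = GW8510 positive control wells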
Target sequence (P49840 whole entry, looked up): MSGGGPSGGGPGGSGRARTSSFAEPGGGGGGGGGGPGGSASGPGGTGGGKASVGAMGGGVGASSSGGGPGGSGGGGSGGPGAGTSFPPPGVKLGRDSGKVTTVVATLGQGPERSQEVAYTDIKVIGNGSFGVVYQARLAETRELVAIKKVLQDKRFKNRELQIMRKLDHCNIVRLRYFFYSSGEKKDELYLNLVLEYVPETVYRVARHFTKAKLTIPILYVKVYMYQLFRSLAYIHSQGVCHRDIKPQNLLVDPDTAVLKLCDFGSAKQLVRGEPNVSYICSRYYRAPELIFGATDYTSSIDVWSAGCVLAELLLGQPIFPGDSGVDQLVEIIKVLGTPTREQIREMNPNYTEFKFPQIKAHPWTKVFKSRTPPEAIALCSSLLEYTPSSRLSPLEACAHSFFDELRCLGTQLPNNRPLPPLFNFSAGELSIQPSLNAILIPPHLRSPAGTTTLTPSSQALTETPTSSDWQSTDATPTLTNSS
* hit, by the source's call. The list is partial; count on the stated rates, not on these rows.

SMILES	GSK3 alpha inh
CC[C@@H](C)[C@@H]1CN([C@@H](C)CN2CCC[C@H]2CN2C(N)=NC[C@@H]2Cc2ccccc2)C(=N)N1CCCC1CCCC1	12
C=CC[C@@H](CC(=O)N[C@@H](CO)Cc1ccccc1)C(=O)NC[C@H](OC(=O)[C@@H](CC=C)Cc1ccc(F)cc1)c1ccccc1	-1
COc1ccc(NC(=O)COC(=O)c2cc(=O)c3ccccc3o2)cc1OC	-1
c1cncc(CNc2ncnc3ccc(-c4ccoc4)cc23)c1	7
Cc1ccc(NC(=O)CCCN2C(=O)NC(C)(C)C2=O)cc1	1
COc1cccc(C(=O)N(Cc2ccco2)c2c(N)n(Cc3ccccc3)c(=O)[nH]c2=O)c1	1
CC(Sc1n[nH]c(-c2cccs2)n1)C(=O)Nc1ccccc1F (stereo not drawn)	4
Cc1cccc(C)c1NC(=O)CNC(=O)CCCN1C(=O)c2cccc3cccc(c23)C1=O	-2
CCC(CO)Oc1cc(NC(=O)c2ccccc2[N+](=O)[O-])c2ncn(C(C)C)c2c1 (stereo not drawn)	0
CC1CCCC(NC(=O)C2COc3ccccc3O2)C1C (stereo not drawn)	0
Cc1cnc(C(=O)OC(C(=O)c2ccccc2)c2ccccc2)cn1 (stereo not drawn)	2
COc1ccccc1-c1nnc(SCC(=O)NC2CCCCC2)n1N	-2
C=CCC[C@H](Cc1ccc(F)cc1)C(=O)OC[C@@H](NC(=O)[C@H](CC=C)CC(=O)NCCO)C(C)(C)C	-3
O=C(NC1CCCCC1)c1n[nH]c2c1CCCCC2	1
CCN(CC)S(=O)(=O)c1ccc(Cl)c(NC(=S)NC(=O)C2CCCC2)c1	-2
CC(C)CN(C(=O)CSc1nc(N)cc(N)n1)C1CCS(=O)(=O)C1 (stereo not drawn)	-2
Cc1cccc(N2CCN(S(=O)(=O)c3ccc(Cl)nc3)CC2C)c1 (stereo not drawn)	0
Cc1noc(C)c1C(=O)OC(C)C(=O)Nc1ccc2c(c1)OCO2 (stereo not drawn)	-3
CCN(CC(=O)Nc1c(F)cccc1F)C(=O)/C=C/c1ccc(C)cc1	-1
C[C@]12C(=O)N(c3ccc(Br)cc3)C(=O)N1[C@H]1c3ccccc3OC[C@@H]1[C@H]2c1ccccc1	-2
CCN(Cc1nc2cc(Cl)ccc2c(=O)[nH]1)C(=O)c1cccc(NC(=O)c2cccs2)c1	0
COc1ccc(NC(=O)CSc2nnc(-c3cccs3)n2N)cc1S(N)(=O)=O	-1
COc1ccc2nc(SC(C)C(=O)NC3(C#N)CCCCC3)[nH]c2c1 (stereo not drawn)	0
Cc1c(C(=O)NCc2ccccc2CN2CCCC2)oc2ccc(F)cc12	-1
COc1ccc(-c2sc3cc4c(cc3c2C#CCO)OCO4)cc1	0
Next results
SMILES	GSK3 alpha inh
CCC(CO)Oc1cc(NC(=O)c2cccc([N+](=O)[O-])c2)c2ncn(C(C)C)c2c1 (stereo not drawn)	2
COc1ccc(S(=O)(=O)N2CCCCC2)cc1NC(=O)C1CC1	2
CCc1noc(C)c1C(=O)OCC(=O)NC(C)c1ccccc1 (stereo not drawn)	-3
O=S(=O)(c1ccc2nnn(O)c2c1)N1CCOCC1	-3
Cc1cccc(C)c1N1C(=O)CC(N2CCN(S(=O)(=O)c3ccccc3F)CC2)C1=O (stereo not drawn)	2
O=C(O)CCn1c(=O)oc2cc(S(=O)(=O)N3CCCC3)ccc21	-2
CCN(C[C@H]1N[C@@](Cc2ccccc2)(C(=O)OC)[C@H]2C(=O)N(Cc3ccccc3)C(=O)[C@@H]12)S(=O)(=O)c1ccc(OC)cc1	0
Cc1ccsc1C(=O)OCC(=O)N(Cc1ccccc1)C(C)C	-1
COc1cc(F)c(C2=CC(=O)C[C@H](c3ccc4c(c3)OCO4)C2)cc1F	0
COc1ccccc1CNC(=O)c1cc(-c2ccccc2C)n(CC2CC(c3cccc([N+](=O)[O-])c3)=NO2)n1 (stereo not drawn)	-3
O=C(Nc1nccs1)c1ccc(COc2c(F)c(F)cc(F)c2F)o1	3
Cc1ccc(NC(=O)CN2CCOCC2)cc1S(=O)(=O)N1CCCCC1	0
COc1cc(C(=O)NNC(=O)c2ccc(F)cc2)ccc1OCC(=O)N1CCOCC1	-3
O=C(CCNC(=O)c1ccco1)NCc1ccc(F)cc1	-2
CC(=O)C[C@@H](O)CC(=O)[C@H]1OC(=O)CCCCCCc2ccccc21	-3
Cc1cc(NC(=O)Cn2c(=O)oc3ccccc32)no1	4
Cc1ccc(NC(=O)CC(C)c2ccccc2)cc1S(=O)(=O)N1CCOCC1 (stereo not drawn)	-2
COCCn1c(C)cc(C(=O)COC(=O)/C=C/c2ccc(OC)cc2OC)c1C	-3
CNC(=O)c1[nH]cnc1C(=O)Nc1ccccc1	0
COc1ccc(S(=O)(=O)N2CCCCC2)cc1NC(=O)Cn1cnc2ccccc2c1=O	3
O=C(NNC(=O)c1cccc(Cl)c1)NNC(=O)c1cccc(Cl)c1	-4
Cc1cc(-n2c(C)cc(C(=O)COc3ccc(Cl)cc3C(N)=O)c2C)no1	-2
CC(C)C(=O)Nc1ccc(N2CCOCC2)c(S(=O)(=O)Nc2ccccc2Cl)c1	3
CCN(C(=O)CSc1nccc(=O)[nH]1)C1CCCCC1	-4
CCCN1CCN(S(=O)(=O)c2ccc3c(c2)CCC(=O)N3)CC1	-1

14 neighbouring entries already listed:
SMILES	GSK3 alpha inh
Cc1ccc(NC(=O)CN2CCOCC2)cc1S(=O)(=O)N1CCCCC1	0
COc1cc(C(=O)NNC(=O)c2ccc(F)cc2)ccc1OCC(=O)N1CCOCC1	-3
O=C(CCNC(=O)c1ccco1)NCc1ccc(F)cc1	-2
CC(=O)C[C@@H](O)CC(=O)[C@H]1OC(=O)CCCCCCc2ccccc21	-3
Cc1cc(NC(=O)Cn2c(=O)oc3ccccc32)no1	4
Cc1ccc(NC(=O)CC(C)c2ccccc2)cc1S(=O)(=O)N1CCOCC1 (stereo not drawn)	-2
COCCn1c(C)cc(C(=O)COC(=O)/C=C/c2ccc(OC)cc2OC)c1C	-3
CNC(=O)c1[nH]cnc1C(=O)Nc1ccccc1	0
COc1ccc(S(=O)(=O)N2CCCCC2)cc1NC(=O)Cn1cnc2ccccc2c1=O	3
O=C(NNC(=O)c1cccc(Cl)c1)NNC(=O)c1cccc(Cl)c1	-4
Cc1cc(-n2c(C)cc(C(=O)COc3ccc(Cl)cc3C(N)=O)c2C)no1	-2
CC(C)C(=O)Nc1ccc(N2CCOCC2)c(S(=O)(=O)Nc2ccccc2Cl)c1	3
CCN(C(=O)CSc1nccc(=O)[nH]1)C1CCCCC1	-4
CCCN1CCN(S(=O)(=O)c2ccc3c(c2)CCC(=O)N3)CC1	-1

Later entries
SMILES	GSK3 alpha inh
Cc1cccc(N2N=C(C(=O)OCC(=O)c3ccccc3)CCC2=O)c1	-1
CCOc1ncccc1C(=O)OCC(=O)NCc1cccs1	0
Cc1ccc(N2C(=O)N(CC(=O)Nc3ccccc3C(F)(F)F)C(=O)C2C)cc1 (stereo not drawn)	-2
CC(C)(C)OC(=O)N[C@H](C(=O)OC(C)(C)C)c1ccc(C(F)(F)F)cc1	-3
CC(=O)OC[C@]12CC[C@H]3[C@@](C)(CC[C@H]4C(C)(C)CCC[C@]34C)[C@@H]1C[C@H](C1=CC(=O)O[C@H]1OC(C)=O)O2	-2
CCOC(=O)C1CCN(C(=O)COC(=O)/C=C/c2ccccc2)CC1	0
Cc1ccc(S(=O)(=O)N2[C@@H](c3ccccc3)C(C(=O)O)=CC[C@H]2c2ccc(C(C)C)cc2)cc1	-7
O=C(c1cc(S(=O)(=O)N2CCOCC2)ccc1F)N1CCc2ccccc21	-5
Cn1c(SCC(=O)Nc2cccnc2Cl)nnc1-c1ccco1	-1
Cc1ccc(S(=O)(=O)N2CCOCC2)cc1C(=O)OCC(=O)c1ccc(Br)cc1	1
Cc1ccc(C(=O)N2CCN(S(=O)(=O)c3ccccc3C#N)CC2)cc1S(=O)(=O)N1CCOCC1	9
COc1ccc(CN(C)CC(=O)N(C)CC(=O)Nc2ccccc2Br)cc1F	0
CC[C@@H](C)[C@@H]1CN([C@@H](CN2CCC[C@H]2CN2C(N)=NC[C@@H]2Cc2ccccc2)C(C)C)C(=N)N1CCCC1CCCC1	17
COc1ccccc1NS(=O)(=O)c1cc(NC(=O)C2CCCO2)ccc1C (stereo not drawn)	-2
O=C(COC(=O)c1ccccc1Cl)NCc1ccco1	-1
CC(C)NC(=O)CSc1ccccc1C(=O)N1CCN(S(=O)(=O)/C=C/c2ccccc2)CC1	-1
O=C(NC1=NCCS1)C1CCN(S(=O)(=O)c2cc([N+](=O)[O-])ccc2Cl)CC1	-1
CCOc1ccc(NC(=O)COC(=O)Cc2ccsc2)cc1	1
O=C(NCCc1nc(-c2ccc(F)cc2)no1)c1ccc(F)cc1	-2
CC(OC(=O)C1CCN(S(=O)(=O)c2ccc3c(c2)OCCO3)CC1)C(=O)N(C)c1ccccc1 (stereo not drawn)	0
COc1ccc([C@@]2(C(C)C)ON(c3ccccc3C(F)(F)F)C2=O)cc1	-1
O=C(Nc1cc(C(F)(F)F)ccc1-n1cncn1)c1ccc(F)cc1Cl	-4
Cc1ccc(C)c(S(=O)(=O)N2CCN(C(=O)CCc3c[nH]c4ccccc34)CC2)c1	-3
O=C1C=C(c2cccc(Br)c2)C[C@@H](c2ccc(F)cc2)C1	0
C[C@@H](NC(=O)c1ncn(Cc2ccccc2)c1C(=O)N[C@H](C)c1ccccc1)c1ccccc1	-1
The list goes on.
SMILES	GSK3 alpha inh
COc1cc(OC)cc(OC(=O)C2CCN(C3=NS(=O)(=O)c4ccccc43)CC2)c1	13
C#CCOCCOCCOCCNc1nc(N2CCN(C(=O)[C@H]([C@@H](C)CC)n3cc(CCCN=C(N)N)nn3)CC2)nc(N2CCN(C(=O)[C@H](CCCCN)n3cc(CC(C)O)nn3)CC2)n1 (stereo partly drawn)	-1
COc1ccccc1CNC(=O)CN(C)CC(=O)Nc1ccccc1Br	-2
COc1cc2sc(-c3ccc(S(C)(=O)=O)cc3)c(C(=O)NCc3ccc(C)o3)c2cc1OC	0
CCCC(=O)Nc1ncnc2c1ncn2[C@@H]1O[C@@H]2OP(=O)(O)OC[C@H]2[C@H]1OC(=O)CCC	0
COc1cc(OC)c(C(=O)OCC(=O)Nc2ccc(N3CCOCC3)cc2)cc1OC	-2
CCN(C[C@H]1N[C@@](CC)(C(=O)OC)[C@H]2C(=O)N(C)C(=O)[C@@H]12)S(=O)(=O)c1ccc(C(F)(F)F)cc1	-1
CC(=O)c1ccc(OCCCC(=O)Nc2ccc3c(c2)OCCO3)cc1	-2
CN(C(=O)c1ccc(F)cc1)c1ccc(OCC(=O)Nc2ccccc2C(=O)O)cc1	-3
Cc1cc(NC(=O)COC(=O)C2=NN(c3ccccc3)C(=O)CC2)c([N+](=O)[O-])cc1C	-1
CCC(C)N(C(=O)CN1C(=O)NC2(CCc3ccccc32)C1=O)C1CCS(=O)(=O)C1 (stereo not drawn)	2
O=C(CSc1nnc2ccccn12)NNC(=O)c1cccc(Cl)c1	-3
O=C(Nc1cc(Cl)ccc1-n1cncn1)c1cccc(S(=O)(=O)N2CCOCC2)c1	0
Cc1ccc(OCC(=O)N(Cc2nnc(-c3ccccc3Cl)o2)C2CC2)cc1C	0
Cc1noc(C)c1S(=O)(=O)N1CCC(C(=O)O)CC1	-1
CCC1CCCCN1C(=O)COC(=O)COc1ccc(Br)cc1 (stereo not drawn)	-3
CC1(C)C[C@H]2C3=CCC4[C@@]5(C)CC[C@H](O)C(C)(C)C5CC[C@@]4(C)[C@]3(C)[C@@H](O)[C@@H](O)[C@@]2(CO)[C@@H](O)[C@@H]1O (stereo partly drawn)	-1
O=C(CN1CCN(S(=O)(=O)c2ccccc2)CC1)N1CCc2ccccc21	1
CCN(CC)S(=O)(=O)c1cccc(NC(=O)c2cccc(S(=O)(=O)N3CCCC3)c2)c1	0
Cn1c(N)c(C(=O)COC(=O)Cc2cccs2)c(=O)n(C)c1=O	-6
O=C(Cn1ncc(Cl)c(Cl)c1=O)NC(=O)NC1CCCCC1	4
CC(=O)NC(CC(=O)OCC(=O)N1CCN(S(=O)(=O)c2ccc(C)cc2C)CC1)c1ccccc1 (stereo not drawn)	12
C[C@H](CO)N1C[C@H](C)[C@@H](CN(C)S(=O)(=O)c2ccccc2)Oc2ccc(NC(=O)c3ccncc3)cc2C1=O	-2
CCN(C(=O)COC(=O)CNC(=O)c1ccc(Cl)cc1Cl)c1c(N)n(Cc2ccccc2)c(=O)[nH]c1=O	0
CC(=O)c1cccc([N+](=O)[O-])c1	-3
Following part
SMILES	GSK3 alpha inh
COc1ccccc1-c1nnc(SCC(=O)NNC(=O)c2ccccc2F)n1C	2
O=C(CN1C(=O)CCOc2ccccc21)Nc1ccc(Cl)c(S(=O)(=O)N2CCOCC2)c1	-2
NS(=O)(=O)c1ccc(CCNC(=O)COC(=O)C2COc3ccccc3O2)cc1 (stereo not drawn)	-4
O=C(c1cc(-c2ccc(F)cc2)nc2ccccc12)N1CCC1	-1
CN(Cc1ccccc1)S(=O)(=O)c1ccc(NC(=O)C2CCCCC2C(=O)O)cc1 (stereo not drawn)	-2
Cc1ccc(NC(=O)COc2cccc3c2OC(C)(C)C3)c(O)c1	1
O=C(COC(=O)c1c(F)cccc1Cl)NC(=O)Nc1ccc2c(c1)OCCO2	3
C[C@H](CO)N1C[C@H](C)[C@@H](CN(C)S(=O)(=O)c2cccs2)Oc2c(NC(=O)C3CCCCC3)cccc2C1=O	3
CC1CCCC(NC(=O)COC(=O)c2cccnc2Cl)C1C (stereo not drawn)	-1
CC(=O)Nc1ccc(SC[C@H](Cc2ccccc2)N2CC[C@@H](C(C)(C)C)CCC2=O)cc1	-3
Cc1ccnc2nc(C(=O)OCC(=O)NC3CCCC(C)C3C)nn12 (stereo not drawn)	-1
CC(C)Oc1ccc(S(=O)(=O)N2CCOCC2)cc1NC(=O)CC1CCCC1	1
CC1CC(C)CN(C(=O)C(C)N2CCN(S(=O)(=O)c3ccccc3F)CC2)C1 (stereo not drawn)	-2
O=C(COc1ccccc1Cl)NNC(=O)c1ccc2c(=O)n3c(nc2c1)CCC3	5
CCOC(=O)Nc1ccc2c(COC(=O)C(NS(=O)(=O)c3ccc(Cl)cc3)C(C)O)cc(=O)oc2c1 (stereo not drawn)	-1

Bioassay records: PubChem BioAssay, Broad Institute
